Source: PubChem BioAssay (several laboratories)
NPR1 activator: GC-A stimulated cGMP production enhancers – HEK293 GC-A cells, cGMP TR-FRET, EC30 ANP, primary screen | 0% at EC30 ANP, 100% saturating ANP | activation, % at 10 µM | 370,000 compounds, 0.14% hits | AID 1671463, 2021; in the data active means activation above about 40%
PRMT1 FP inh: PRMT1 methyltransferase inhibitors, primary screen, biochemical, fluorescence polarization; 370,000 compounds, 1.3% hits; recombinant PRMT1, activity-based probe fluorescence polarization; inhibition, % at 2.79 µM; Protein arginine N-methyltransferase 1 (Homo sapiens), Q99873; AID 652257, 2013;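 active means inhibition above about 21% made by adding two undisclosed values, limit read from the data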
NPR2 activator: human GC-B receptor activators, primary screen, HEK293 GC-B cells, cGMP TR-FRET, EC30 CNP; 370,000 compounds, 0.11% hits; Atrial natriuretic peptide receptor 2 (Homo sapiens), P20594; activation, % at 10 µM; 0% at EC30 CNP, 100% saturating CNP; AID 1920062, 2024;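 active means activation at 10 µM reaching about 35% in either raw or pattern-adjusted values, limit read from the data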
rCAG binder: binders of r(CAG) RNA repeats, primary screen, biochemical, fluorescence; r(CAG) RNA repeat, TO-PRO-1 dye displacement fluorescence; inhibition, % at 3 µM; 370,000 compounds, 1.3% hits; AID 651821, 2012;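 active means inhibition above the plate cutoff, the mean of all test compounds on that plate plus 3 SD, cut at about 35% in these data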;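 further: 0% = DMSO alone and 100% = 100 µM mitoxantrone as full dye displacement; higher means more dye released from RNA so lower well fluorescence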
UHRF1 MBD2 ctr: UHRF1 methylated DNA binding inhibitors, primary screen, counter-screen for MBD2 inhibitor project, biochemical, TR-FRET, human UHRF1, single concentration; E3 ubiquitin-protein ligase UHRF1 (Homo sapiens), Q96T88; UHRF1 binding to methylated oligo; inhibition, % at 4.4 µM; 370,000 compounds, 0.75% hits; AID 687016, 2013; in the data active means inhibition above about 21%;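 further: UHRF1 SRA domain binding a hemimethylated CpG hairpin DNA probe; 0% = median of test compound wells and 100% = reference inhibitor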
mABHD4 FP: ABHD4 inhibitors, primary screen, biochemical, fluorescence polarization, mouse; purified mABHD4, FP-Rh probe fluorescence polarization; inhibition, % at 8.92 µM; 370,000 compounds, 0.54% hits; (Lyso)-N-acylphosphatidylethanolamine lipase (Mus musculus), Q8VD66;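 active means inhibition exceeding the mean over every tested compound plus 3 SD, cut at about 30% in these data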;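 further: 0% = plate median of compound wells and 100% = S159A mutant with DMSO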
Target sequence (Q8VD66 whole entry, looked up): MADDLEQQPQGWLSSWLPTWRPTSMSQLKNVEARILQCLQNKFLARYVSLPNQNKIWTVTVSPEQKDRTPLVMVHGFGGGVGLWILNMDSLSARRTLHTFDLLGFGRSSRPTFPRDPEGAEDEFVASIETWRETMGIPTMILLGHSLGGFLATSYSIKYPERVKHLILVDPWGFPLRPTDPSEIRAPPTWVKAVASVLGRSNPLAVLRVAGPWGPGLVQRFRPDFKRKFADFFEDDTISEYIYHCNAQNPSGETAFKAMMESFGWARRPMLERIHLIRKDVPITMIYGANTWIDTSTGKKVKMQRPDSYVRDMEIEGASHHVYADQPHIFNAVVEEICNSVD
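Doses – 8.92 µM, single dose · Material – wild-type mouse ABHD4 protein · Replication – single well per compound (singlicate) · Measure – percent inhibition of probe binding, normalized to plate controls · Schedule – 45 min compound pre-incubation plus 60 min probe step, 25 °C · Detection – fluorescence polarization with parallel and perpendicular emission, 525/598 nm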
HTRA1 inhibitor: HTRA1 serine protease inhibitors, primary screen, biochemical, fluorescence polarization, HTS; Q92743; recombinant HTRA1, FP-rhodamine activity-based probe; inhibition, % at 5.96 µM; 340,000 compounds, 0.5% hits; AID 504803, 2011; in the data active means inhibition above about 36%;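 further: 0% = enzyme with DMSO and 100% = wells lacking enzyme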
Target sequence (Q92743 whole entry, looked up): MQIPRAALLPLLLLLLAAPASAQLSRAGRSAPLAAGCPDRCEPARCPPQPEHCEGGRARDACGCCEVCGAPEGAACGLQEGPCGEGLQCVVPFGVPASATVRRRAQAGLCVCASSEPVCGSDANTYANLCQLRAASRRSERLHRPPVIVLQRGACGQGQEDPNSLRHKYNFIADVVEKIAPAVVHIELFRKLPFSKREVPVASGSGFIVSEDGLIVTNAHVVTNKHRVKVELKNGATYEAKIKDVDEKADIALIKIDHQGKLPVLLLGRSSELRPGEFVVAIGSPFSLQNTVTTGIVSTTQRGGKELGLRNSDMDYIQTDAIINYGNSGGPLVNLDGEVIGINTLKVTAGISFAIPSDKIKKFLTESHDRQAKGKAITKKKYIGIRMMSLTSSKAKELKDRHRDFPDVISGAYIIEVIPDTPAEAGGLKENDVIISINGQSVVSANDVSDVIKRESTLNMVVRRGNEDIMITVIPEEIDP
TCR-CD3 inh: inhibitors of human TCR-CD3 interaction, primary screen, biochemical, fluorescence, TAMRA-labeled TCR probe; T-cell receptor (TCR); inhibition, % at 9.4 µM; 360,000 compounds, 0.37% hits; in the data active means inhibition above about 19%;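 further: recombinant mutant TCR 2C K166C tagged with TAMRA read by polarization; 0% = receptor in buffer alone and 100% = receptor with positive control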
MBD2 inh: inhibitors of MBD2 binding to methylated DNA, primary screen, biochemical, TR-FRET, DNA-binding domain, human; Methyl-CpG-binding domain protein 2 (Homo sapiens), Q9UBB5; MBD2 binding to methylated oligonucleotide; inhibition, % at 4.4 µM; 370,000 compounds, 0.31% hits; in the data active means inhibition above about 13%
SIAE inh: human SIAE inhibitors, primary screen, biochemical, fluorescence polarization, FP-Rh probe, 1536-well HTS; Sialate O-acetylesterase (Homo sapiens), Q9HAT2; SIAE FP-Rh probe binding; inhibition, % at 9.66 µM; 370,000 compounds, 0.69% hits;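 active means inhibition above a cutoff: mean of compounds within the control limits plus 3 SD of those, cut at about 17% in these data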;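 further: 0% = plate median of compound wells and 100% = probe without SIAE protein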
* marks the source's active call; other numbers are inactive results; . = not tested or not shown. The list is partial (hit frequency here may not be typical).

SMILES | NPR1 activator | PRMT1 FP inh | NPR2 activator | rCAG binder | UHRF1 MBD2 ctr | mABHD4 FP | HTRA1 inhibitor | TCR-CD3 inh | MBD2 inh | SIAE inh
CCOc1ccccc1N(C)C(=O)Cn1ncc2c([nH]c3ccccc32)c1=O | 1.0 | 0.8 | 1.4 | -2.1 | 15.4 | 3.7 | 3.3 | 5.3 | 1.9 | 4.2
COc1ccccc1NC(=O)C(C)n1cnc2c(oc3nc4c(cc32)CCCC4)c1=O (stereo unspecified) | 4.8 | 4.0 | -2.6 | 5.5 | 6.4 | -12.0 | -5.6 | -3.2 | 7.3 | -12.0
N#CCCN(C(=O)COC(=O)CCC(=O)c1ccc(F)cc1)c1ccccc1 | 3.8 | 5.2 | 5.8 | 0.7 | -1.4 | -2.3 | 4.0 | -4.7 | 1.2 | 1.5
Cc1cc2cc(CN(CCN(C)C)C(=S)NCc3ccco3)c(=O)[nH]c2cc1C | -0.4 | 0.8 | 1.4 | 2.3 | -5.0 | 4.6 | 4.4 | 1.4 | 1.8 | 1.2
Cc1nc([N+](=O)[O-])c(Sc2nc3ccccc3[nH]2)n1Cc1ccccc1 | -5.6 | 5.1 | -2.1 | 2.1 | -2.5 | 4.4 | 3.8 | 8.0 | -1.3 | -4.3
C/C(=N\NC(=O)CC1N=C(Cc2ccccc2)NNC1=O)c1ccc(Cl)cc1Cl (stereo unspecified) | -14.5 | 1.6 | -4.7 | 0.2 | -0.7 | 1.7 | -1.9 | 6.6 | -3.6 | -0.5
COc1ccc(S(=O)(=O)N2CCCCC2c2cc(C(=O)NCc3ccccc3)no2)cc1 (stereo unspecified) | 1.6 | 4.5 | 5.3 | 1.6 | -1.5 | -0.3 | . | 6.8 | 1.1 | -5.2
CSCCC(NC(=O)c1ccco1)C(=O)OCC(=O)N(Cc1ccccc1)C(C)(C)C (stereo unspecified) | -0.6 | -5.2 | -1.6 | -6.4 | 1.6 | 1.0 | -6.8 | -1.4 | -4.8 | 3.3
COCCNC(=O)C1(C)CCCN(Cc2cc3ccccc3o2)C1 (stereo unspecified) | 0.2 | -0.3 | 0.0 | -2.2 | -0.5 | 3.5 | . | -4.1 | -3.0 | -2.0
C=CCc1cc(Cl)ccc1OCCNCCCOC | -1.6 | -0.1 | -6.5 | -0.6 | 6.3 | 8.2 | 12.6 | 0.6 | -3.6 | -0.2
O=C(CCn1c(=O)[nH]c2ccccc2c1=O)N1CC=C(c2ccccc2)CC1 | -2.3 | 0.2 | -2.4 | -1.4 | 0.7 | 1.4 | -5.0 | -1.4 | 0.9 | -9.1
Nc1ccc(S(=O)(=O)N2CCCC2C(=O)O)cc1 (stereo unspecified) | 2.2 | -4.0 | 2.1 | 1.1 | -2.4 | 0.6 | 3.6 | 2.4 | -1.3 | 5.2
CC1CCCC(NC(=S)NC(=O)c2ccccc2Br)C1C (stereo unspecified) | -0.7 | 3.1 | -2.4 | 0.3 | 2.8 | -32.7 | -22.3 | 0.1 | 5.1 | -1.3
O=C(COC(=O)Cn1ccc(=O)[nH]c1=O)Nc1ccc(F)cc1 | 0.9 | -2.5 | 3.2 | 1.5 | 0.9 | -0.8 | 1.0 | -0.5 | -3.1 | -2.1
O=C(c1ccc(C(F)(F)F)cc1)N1CCC(=O)N([C@H](COCc2ccc(Cl)cc2)Cc2ccccc2)CC1 | 0.0 | -3.4 | -3.6 | 1.4 | 1.7 | -9.5 | . | -8.1 | -1.1 | -0.4
Cc1cccc(/C=N/n2c(-c3ccncc3)n[nH]c2=S)c1 | 8.0 | 16.8 | -2.3 | 4.0 | -2.8 | -5.5 | 0.4 | 2.6 | 4.2 | -6.3
Cc1cccc(S(=O)(=O)N2CN(CC3CCCO3)c3nc4ccccc4nc32)c1 (stereo unspecified) | -2.7 | 5.2 | -6.9 | 3.7 | -2.1 | -17.2 | -1.7 | 13.4 | 0.5 | -12.0
COc1ccc(CNC(=O)CCSCc2ccccc2C)cc1 | -0.6 | 2.8 | 2.4 | -3.4 | 5.9 | 3.2 | 1.4 | -2.5 | -1.6 | -3.6
O=C1C=C(c2ccccc2)C(O)(c2ccccc2)C1 (stereo unspecified) | -6.1 | -0.1 | -4.2 | 0.2 | -0.9 | -5.4 | -3.4 | -0.5 | -4.8 | -4.7
O=C(Cn1cnc2c(NCc3ccccc3)ncnc21)NCc1ccc2c(c1)OCO2 | 1.3 | 4.1 | 5.2 | 0.8 | 1.5 | 9.3 | 1.8 | 0.6 | 0.3 | 0.4
Cn1c(NCCCO)nc2c(c1=O)C1(CCCCC1)Cc1ccccc1-2 | -11.2 | -0.2 | -15.6 | 1.1 | 0.3 | -7.6 | -16.4 | 2.9 | -5.0 | -3.0
CCOC(=O)N1CCN(C(=O)C(NC(=O)c2ccco2)C(C)C)CC1 (stereo unspecified) | -2.8 | 6.1 | 2.0 | -3.0 | 0.0 | -4.2 | 2.5 | -3.3 | -0.2 | -3.0
CCOC(=O)c1c(-c2ccc3ccccc3c2)csc1NC(=O)CCCC(=O)O | 1.8 | 0.1 | -6.0 | 44.6* | -3.1 | 10.0 | -10.7 | 1.1 | -3.9 | 0.0
CCn1c(COc2ccc(=O)n(-c3ccccc3)n2)nnc1SCC(=O)OC | 1.5 | -4.1 | 3.9 | -2.9 | 0.5 | 1.7 | 1.3 | -3.4 | -1.8 | -0.8
CSc1nc(NC(C)(C)C)nc(Oc2ccc(=O)n(C)n2)n1 | 0.1 | 0.3 | -1.5 | -2.1 | -0.3 | -1.6 | -2.2 | 0.6 | -1.1 | 0.0
Cc1ccc(S(=O)(=O)c2nc(-c3ccccc3)oc2NCc2cccnc2)cc1 | 5.9 | -1.3 | 8.8 | -0.1 | 1.3 | -9.2 | -21.1 | 2.4 | 0.2 | 1.0
O=C(CC1NCCN(Cc2ccccc2)C1=O)Nc1ccccc1 (stereo unspecified) | 2.9 | -0.3 | 1.8 | 0.6 | 2.3 | -2.9 | . | 5.5 | 1.6 | -2.8
Nc1ncnc2c1ncn2C1OC(CO)CC1O (stereo unspecified) | 2.6 | 5.6 | -2.6 | 0.7 | 60.9* | 4.2 | . | -7.3 | 5.6 | 3.5
Fc1ccc(-c2nc3c(Cl)cc(C(F)(F)F)cn3c2Cl)cc1 | 2.0 | 7.9 | -2.2 | -2.2 | 1.1 | 5.6 | 0.2 | 3.3 | 3.2 | -10.5
CN1CCN(CCCNc2c(C=O)c(=O)[nH]c3ccccc23)CC1 | -3.6 | 2.4 | 3.1 | 2.1 | 0.1 | -2.2 | 0.9 | 0.6 | -1.8 | -1.4
CC(Sc1nnnn1C1CCCC1)C(=O)Nc1cccc(S(=O)(=O)N2CCOCC2)c1 (stereo unspecified) | -0.8 | -2.3 | -0.4 | 4.2 | 15.3 | 0.4 | 4.4 | 4.2 | 2.3 | 6.1
CN(C)CCOc1ccc2c(c1)C(=O)C(=Cc1ncc([N+](=O)[O-])n1C)C2 | -5.7 | -2.7 | -1.3 | 2.9 | -10.0 | 6.6 | 8.7 | -5.3 | -4.5 | 7.2
Cc1noc(C)c1COc1ccc(C(=O)OC(C)C(=O)Nc2ccc(N3CCOCC3)cc2)cc1 (stereo unspecified) | -2.8 | -0.7 | 1.6 | 0.2 | 0.2 | -2.2 | 5.9 | -2.0 | 1.6 | 0.3
COc1ccccc1NS(=O)(=O)c1cc(NC(=O)C2CCCC2)ccc1N1CCOCC1 | -11.5 | 23.1* | -0.2 | 9.3 | 5.4 | -7.7 | -1.6 | -0.5 | 8.8 | -2.5
CCc1ccc2nc3c(c(C(=O)O)c2c1)CCC3 | -0.1 | -3.0 | 1.5 | 3.0 | -0.1 | -3.6 | -2.7 | 3.1 | 3.7 | 1.8
Cc1ccc(OCC(=O)N2CCN(C(=O)c3ccncc3)CC2)cc1 | -1.8 | -2.4 | 5.7 | -0.8 | 0.8 | -2.2 | 0.4 | -1.8 | -0.3 | -1.7
Cc1cc(C(=O)N/N=C/c2cc(Cl)cc([N+](=O)[O-])c2O)c2ccccc2n1 | 1.3 | 8.0 | -4.5 | 56.2* | -9.4 | 32.1* | 6.8 | 36.0* | -6.6 | 7.1
O=C(Nc1ccccc1)/C(=C\c1cccs1)NC(=O)c1ccccc1 | -5.1 | -3.0 | 3.4 | 0.4 | 0.5 | 2.6 | -13.7 | 1.9 | 0.7 | -1.6
CCN(C(=O)COC(=O)/C=C/c1cccc([N+](=O)[O-])c1)c1c(N)n(Cc2ccccc2)c(=O)[nH]c1=O | 4.9 | -2.7 | 2.9 | 0.1 | 0.7 | -7.3 | 0.3 | 5.1 | -5.3 | -3.3
Cc1ccc(S(=O)(=O)N2CCC(=O)N([C@H](COCc3ccc(C(F)(F)F)cc3)C(C)C)CC2)cc1 | 4.5 | -2.0 | -2.6 | -0.9 | 5.2 | -2.0 | . | 0.1 | 3.9 | -1.6
CCOc1ncccc1C(=O)OCC(=O)c1ccc[nH]1 | 3.7 | 3.2 | 1.8 | 5.0 | -3.0 | -4.5 | -1.2 | -4.7 | 4.9 | -0.4
Cc1nc(SCC(N)=O)[nH]c(=O)c1CCC(C)C | 2.6 | -1.3 | -2.7 | -1.2 | 0.0 | -1.0 | -5.4 | 1.2 | -2.9 | 0.5
Cc1ccc(N=Nc2c(C)[nH][nH]c2=O)c(C)c1 | 1.9 | 2.2 | -2.6 | 0.1 | -9.8 | -0.7 | -7.1 | -0.6 | -9.2 | -0.3
CN1CCCN(C(=O)Cc2c(Cl)cccc2Cl)c2nc3ccccc3nc21 | -2.8 | -0.7 | -6.0 | -4.1 | -1.0 | 0.9 | 2.2 | 8.0 | 1.6 | 3.1
CN1CCN(Cc2nc3c(c(=O)n(C)c(=O)n3C)n2Cc2cccc3ccccc23)CC1 | -0.6 | -6.5 | 4.2 | -8.0 | -0.8 | 3.2 | 0.4 | 4.8 | -5.3 | -0.5

Reformatted: results already given
Every second line gives: NPR1 activator, PRMT1 FP inh, NPR2 activator, rCAG binder, UHRF1 MBD2 ctr, mABHD4 FP, HTRA1 inhibitor, TCR-CD3 inh, MBD2 inh, SIAE inh
CN1CCCN(C(=O)Cc2c(Cl)cccc2Cl)c2nc3ccccc3nc21
 : -2.8, -0.7, -6.0, -4.1, -1.0, 0.9, 2.2, 8.0, 1.6, 3.1
Cc1cc(C(=O)N/N=C/c2cc(Cl)cc([N+](=O)[O-])c2O)c2ccccc2n1
 : 1.3, 8.0, -4.5, 56.2*, -9.4, 32.1*, 6.8, 36.0*, -6.6, 7.1
Cc1nc(SCC(N)=O)[nH]c(=O)c1CCC(C)C
 : 2.6, -1.3, -2.7, -1.2, 0.0, -1.0, -5.4, 1.2, -2.9, 0.5
